GLP-1R inv ag – qHTS of GLP-1 Receptor Inverse Agonists (Inhibition Mode). Potency, µM (highest dose often 38.3 µM), for inactives: at the top dose activity change, negative = inhibition, most hits filed as inhibitors. Glucagon-like peptide 1 receptor (Homo sapiens), P43220. 1.6% of 410,000 active. HEK293 GLP-1R CRE-luciferase, luminescence, 24 h; GLP-1R form is constitutively active; also: potency is read from the fitted curve at half-maximal effect; % is scaled to controls: 0 for no effect and ±100 for the full control effect; nearly all actives have a fitted effect of over 55% in size
Target sequence (P43220 whole entry, looked up): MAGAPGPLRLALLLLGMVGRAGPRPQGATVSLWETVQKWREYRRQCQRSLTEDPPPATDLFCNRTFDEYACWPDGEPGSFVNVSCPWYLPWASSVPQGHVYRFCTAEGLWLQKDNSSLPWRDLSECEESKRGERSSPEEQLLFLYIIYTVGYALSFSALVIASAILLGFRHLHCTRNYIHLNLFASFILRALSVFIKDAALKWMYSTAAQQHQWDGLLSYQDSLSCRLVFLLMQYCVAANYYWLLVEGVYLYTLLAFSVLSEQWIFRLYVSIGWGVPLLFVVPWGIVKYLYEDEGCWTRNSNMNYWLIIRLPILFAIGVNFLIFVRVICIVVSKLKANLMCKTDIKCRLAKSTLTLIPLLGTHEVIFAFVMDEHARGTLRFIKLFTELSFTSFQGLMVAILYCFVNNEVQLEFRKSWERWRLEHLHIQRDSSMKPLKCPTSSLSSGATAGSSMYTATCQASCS
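Readout was luciferase luminescence, measured 12 min after detection reagent at room temperature. Beforehand, GLP-1R reporter HEK293 cells had sat 12 h, then received compounds for 24 hr at 37 deg C.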
PI5P4Ka inh – qHTS for Inhibitors of phosphatidylinositol 5-phosphate 4-kinase (PI5P4K) | Phosphatidylinositol 5-phosphate 4-kinase type-2 alpha (Homo sapiens), P48426 | AID 652105, 2013 | PI5P4Kalpha enzyme, ADP-Glo luminescence, 60 min; hits give low values | 1.2% of 330,000 active | max response, %; active = max response of -50% or lower; inconclusive = between -30% and -50%; inactive = -30% or higher; also: value at the top dose of about 77 µM; % is scaled to controls: 0 for no effect and ±100 for the full control effect
Target sequence (P48426 whole entry, looked up): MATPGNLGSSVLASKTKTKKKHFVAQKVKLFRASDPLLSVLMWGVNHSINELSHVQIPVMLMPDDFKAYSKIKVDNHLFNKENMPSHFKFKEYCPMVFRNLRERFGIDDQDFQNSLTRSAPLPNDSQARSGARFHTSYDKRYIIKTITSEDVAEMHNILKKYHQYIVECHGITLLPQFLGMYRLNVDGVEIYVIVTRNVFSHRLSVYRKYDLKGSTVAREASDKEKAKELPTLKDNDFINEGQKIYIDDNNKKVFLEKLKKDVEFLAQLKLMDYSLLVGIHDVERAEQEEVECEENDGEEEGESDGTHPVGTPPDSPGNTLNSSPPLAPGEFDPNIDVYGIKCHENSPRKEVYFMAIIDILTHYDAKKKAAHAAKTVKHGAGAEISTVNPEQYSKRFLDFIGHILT
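Luminescence from ADP-Glo served as readout of PI5P4Kalpha activity in a qHTS format. Reaction: enzyme, substrate, compound, ATP at 5 microM final, 60 min at RT.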
WRN helicase inh – qHTS for Inhibitors of WRN Helicase. 0.46% of 360,000 active. WRN helicase unwinding, fluorescent forked duplex, kinetic. Potency, µM (top dose mostly 114 µM), for the others: at the top dose activity change, negative = inhibition, most hits filed as inhibitors. AID 651768, 2012; also: potency is read from the fitted curve at half-maximal effect; % is scaled to controls: 0 for no effect and ±100 for the full control effect; nearly all actives have a fitted effect of over 55% in size
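Kinetic red-fluorescence monitoring (525/598 nm) tracks WRN helicase activity after 100 nM fluorophore-quencher forked duplex and 2 mM ATP are added to 20 nM enzyme pretreated 15 min at room temperature with compound.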
PLK1 PBD inh – qHTS for Inhibitors of PLK1-PDB (polo-like kinase 1 - polo-box domain): Primary Screen | AID 720504, 2013 | Potency, µM, without a hit: max response, negative = inhibition, most hits filed as inhibitors | 2.8% of 360,000 active | Serine/threonine-protein kinase PLK1 (Homo sapiens), P53350 | Plk1 PBD binding of FITC phosphopeptide, fluorescence polarization; also: potency is read from the fitted curve at half-maximal effect; series mostly up to about 57 µM; % is scaled to controls: 0 for no effect and ±100 for the full control effect; nearly all actives have a fitted effect of over 65% in size
GLP1R cytotox – qHTS of GLP-1 Receptor Inverse Agonists: Cytotox Screen. HEK293 cAMP-luciferase reporter cells, luminescence, 24 h. Potency, µM (doses to about 38.3 µM), for the others: top-dose activity change, negative = inhibition, hits mostly inhibitors. 0.13% of 410,000 active;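 also: loss of luciferase light is scored as toxicity; potency is read from the fitted curve at half-maximal effect; % is scaled to controls: 0 for no effect and ±100 for the full control effect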
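A 23 nL compound transfer followed 12 hours of cell culture at 37 deg C; exposure then lasted 24 hr. Luciferase assay detection reagent was dispensed and plates read for luminescence after a 12 min room-temperature wait.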
DRD3 agonist – qHTS of D3 Dopamine Receptor Agonist: qHTS. D3R DiscoveRx beta-arrestin cells, luminescence, 90 min. max activation, %. 0.58% of 410,000 active. AID 652048, 2013; in the data active = max activation above about 30%; also: 0% is about no effect; mostly tested at two doses, the higher about 12 µM
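Agonist mode: compounds and dopamine controls were applied to plated cells for 90 min at 37 degrees C after an overnight attachment at 1500 cells/well. Luminescent read-out followed 30 - 60 minutes at room temperature with DiscoveRx detection reagent.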
GLP1R ag – qHTS of GLP-1 Receptor Agonists; Glucagon-like peptide 1 receptor (Homo sapiens), P43220; 0.007% of 380,000 active; Potency, µM (titrated, usually from 45.6 µM), for the others: at the top dose activation, usual class: activators; HEK293 GLP-1R CRE-luciferase, luminescence, 4-6 h; cells express a hypersensitive GLP-1R form; AID 624172, 2012; also: potency is read from the fitted curve at half-maximal effect; % of control where 0% means no effect
IL2 activator – qHTS of IL-2 Activators. IL-2 activation reporter assay, cell-based qHTS; stimulated with anti-CD3/CD4/CD28 beads; in transgenic mouse T cells. activation, % (series mostly up to about 46 µM). 0.065% of 360,000 active; in the data active = activation above about 50%; inconclusive = mostly about 30% to 49%; also: 0% is about no effect
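Unstimulated transgenic mouse T cells; 60-min compound exposure; bead-based TCR/CD4/CD28 stimulation; 18 h culture, 37 degrees C; dual fluorescence (EGFP, DsRed) plate cytometry.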
D3 antag – qHTS of D3 Dopamine Receptor Antagonist: qHTS | max response, negative = inhibition, % | D(3) dopamine receptor (Homo sapiens), P35462 | D3R cells, DiscoveRx beta-arrestin luminescence, antagonist mode; hits give low values | 2.5% of 360,000 active | AID 652054, 2013; in the data active = max response below about -50%; inconclusive = no clear call, values can overlap the other calls; also: % is scaled to controls: 0 for no effect and ±100 for the full control effect; mostly tested at two doses, the higher about 12 µM
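Cells plated overnight at 1500 cells/well, then exposed to library compounds with dopamine controls for 90 minutes at 37 degrees C. DiscoveRx reagent added for 30–60 minutes at room temperature; luminescence read, quantitative HTS format.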
* marks the source's active call; other numbers are inactive results; ? = inconclusive; . = not tested or not shown; [ ] = remark or other dose. Unless noted, calls follow the shape of the dose curve; as a rule, active = well fitted curve in the direction sought with a large enough effect; inconclusive = small, poorly fitted or top-dose-only effect, or another doubt; inactive = no such curve, though single readings can be large; an effect the other way counts as inactive or inconclusive.

SMILES	GLP-1R inv ag	PI5P4Ka inh	WRN helicase inh	PLK1 PBD inh	GLP1R cytotox	DRD3 agonist	GLP1R ag	IL2 activator	D3 antag
COc1ccccc1CNC(=O)C(NS(=O)(=O)c1ccc2c(c1)oc(=O)n2C)C(C)C (stereo unspecified)	-5%	-2	-4%	-11%	-5%	-8	-3%	-1.7	-30
COCCNC(=O)C(=O)NCCN1CCNCC1	11%	3	-11%	-9%	-1%	-1	1%	1.0	-4
Cc1noc(C)c1C(=O)OCC(=O)Nc1cccc(S(N)(=O)=O)c1	1%	1	-19%[57.1 µM]	-13%	7%	3	5%	0.1	6
Cc1cc(NC(=O)CN2CCc3ccccc3C2)nc2c1c(=O)oc1ccccc12	12%	-5	15%	-16%	-2%	-1	-4%	-1.3	-18
Cc1c(-c2ccccc2)cnc2c(C)cccc12	-9%	5	5%	1%	5%	3	9%	-0.3	2
C=CCn1cccc(C(=O)Nc2ccc(OC)c(OC)c2)c1=O	21%	-9	?	-25%	-6%	-3	8%	1.4	-10
COc1ccc(-n2nnnc2/C=C\Nc2ccc(C)cc2)cc1	-21%	3	3%	-10%	-5%	-4	13%	5.6	17
Cc1n[nH]c(=O)c2c(NC(=O)CSc3ccccc3F)oc(C)c12	20%	-13	-17%	?	4%	1	9%	2.0	-19
CN(C)NC(=S)Nc1cccc(C(F)(F)F)c1	-24%	3	3%	2%	?	-7	4%	-2.3	6
Cc1cc(C)c(OCC(=O)OC(C)C(=O)NC2CC2)c(C)c1 (stereo unspecified)	-8%	4	1%	0%	-4%	0	7%	0.7	-3
O=S(=O)(c1ccc2nc(COc3ccccc3)[nH]c2c1)N1CCOCC1	3%	.	1%	-7%	7%	3	4%	-2.5	-18
O=S(=O)(c1ccccc1)c1cnc(-c2cccnc2)nc1-c1ccccc1	0%	1	2%	3%	1%	-11	-4%	2.6	5
O=C(CCCCCN1C(=O)c2ccccc2C1=O)Nc1ccccc1	0%	.	-5%	-1%	-5%	4	2%	-1.6	26
COc1ccc(OC)c2[nH]c(=O)c(CCNC(=O)C3CCCCC3)cc12	16%	5	-37%[57.1 µM]	-9%	17%	-8	-3%	-1.2	-9
O=C(Cn1cnc2scc(-c3cccc([N+](=O)[O-])c3)c2c1=O)NCc1ccco1	-36%	-94*	?	?	-18%	3	6%	-4.4	1
CCOC(=O)N1CCN(C(=O)c2ccccc2SCC(=O)NCC2CCCCC2)CC1	-7%	-5	-11%	-7%	4%	-6	-20%	-1.2	13
CCc1cc(C)c(O)c(CC)n1	3%	-1	-3%	3%	-1%	4	-10%	-0.6	14
O=C(N=Nc1c(O)[nH]c2ccccc12)c1cccs1	20%	0	-29%	-17%	-11%	-5	13%	-2.6	-22
CC(C)N(C(=O)CN1CCN(S(=O)(=O)c2ccc(Br)s2)CC1)C(C)C	?	4	7%	1%	-26%	-10	-2%	-3.8	15
COc1ccc(OC)c(CCNC(=O)CCc2nnc3ccc(N4CCCC4)nn23)c1	8%	10	6%	?	0%	-4	0%	0.4	9
O=C(Cc1ccccc1)NN1C(=O)/C(=C/c2ccccc2C(=O)O)SC1=S	0%	7	-20%	-7%	-1%	8	-4%	-0.3	-5
CCOC(=O)c1[nH]c2ccccc2c1NC(C)=O	0%	-1	0%	-7%	-2%	1	-1%	-0.3	7
CC(/C=N/n1c(COc2ccccc2)n[nH]c1=S)=C\c1ccccc1	-17%	8	-22%	?	1%	-2	-1%	-0.6	-25
Cc1ccsc1C(=O)NNC(=S)NCC(C)C	-5%	.	-6%	-13%	-4%	11	2%	-1.4	18
Cc1ccc(Nc2nc(N)nc(CSc3ncccn3)n2)cc1	93%[activator]	2	-8%	-3%	4%	0	32%	-2.6	7

(listing goes on)
SMILES	GLP-1R inv ag	PI5P4Ka inh	WRN helicase inh	PLK1 PBD inh	GLP1R cytotox	DRD3 agonist	GLP1R ag	IL2 activator	D3 antag
O=S(=O)(c1ccc(F)c(Cl)c1)N1CCN(C/C=C/c2ccccc2)CC1	?	1	-13%	?	-13%	-6	-3%	-3.1	22
COc1ccc(OC)c(/C(C)=N\NC(=O)c2cc3cc(Cl)ccc3n2C)c1	?	4	3%	4%	-27%	-8	0%	-0.4	-9
CC(=O)NC1C2CN3CCN(C2)CC1(Cc1ccccc1)C3 (stereo unspecified)	16%	0	-6%	-1%	9%	-3	0%	0.6	10
COc1cccc(NC(=O)COC(=O)c2nc3nccc(C)n3n2)c1	5%	.	10%	-3%	-8%	3	14%	-1.0	17
CN1CCN(S(=O)(=O)c2ccc3c(c2)NC(=O)CS3)CC1	-19%	-7	2%	-16%	1%	0	1%	0.1	-9
COc1ccc(CCN2CC(C(=O)OCC(=O)NC(C)c3cccc(Cl)c3)CC2=O)cc1OC (stereo unspecified)	14%	-6	7%	-8%	6%	-1	-1%	-3.6	-4
CC(C)(CC(=O)O)CC(=O)N1CCN(c2nc3cc(Cl)ccc3s2)CC1	85%[activator]	-15	-1%	-3%	-1%	8	-3%	-1.1	-5
Cc1cc(=O)c2c([nH]1)c(C)cc1[nH]c(C)c(C)c12	-1%	-10	-4%	-29%	42%[activator]	4	-7%	0.6	6
Cc1oc2cc3oc(=O)c(CC(=O)O)c(C)c3cc2c1-c1ccccc1	-16%	1	-1%	-18%	1%	-10	-4%	2.3	-4
Cc1c(CC(=O)NCCC(=O)O)c(=O)oc2cc3occ(-c4ccccc4)c3cc12	12%	0	-13%	-26%	-6%	6	3%	0.8	13
O=C(NCC(c1ccco1)N1CCCC1)c1sc2ccccc2c1Cl (stereo unspecified)	-24%	2	-5%	-3%	-15%	-20	21%	-0.7	-15
CCCCC(C(=O)NC1CCCC1)N(C(=O)c1snc(C(N)=O)c1N)c1ccc(OCC)cc1 (stereo unspecified)	8%	11	-2%	-4%	-5%	-3	9%	3.9	-5
CCOc1ccc(-c2nnc(N(CC)C(=O)C3CCC3)s2)cc1	?	0	-6%	?	-23%	3	25%	0.3	1
CNS(=O)(=O)c1cc(O)c2c(S(=O)(=O)NC)cccc2c1	15%	?	-1%	-17%	-9%	4	-6%	0.1	21
CC(C)c1nc2sc3c(c2c(=O)n1N)CC(C)(C)OC3	-19%	0	5%	1%	-12%	9	17%	1.0	10
Cc1nc2ccc(NC(=O)COc3ccccc3C)cc2s1	-8%	6	-3%	1%	-17%	1	0%	-0.9	4
COc1ccc(NS(=O)(=O)c2ccc3[nH]c(=O)[nH]c3c2)cc1	20%	-2	2%	5%	1%	2	4%	0.5	2
N#Cc1cccc(N=c2ssnc2Cl)c1	11%	-77*	25µM*	1.7µM*	3%	1	-2%	-0.2	-3
COc1ccc(NS(=O)(=O)c2cccc(-c3nnc(-c4ccccc4)o3)c2)cc1	-1%	-4	-7%	-2%	-7%	12	9%	-3.7	49
COc1ccc(NC2=C(C(C)=O)C(c3ccc4c(c3)OCO4)C(C(C)=O)C(C)(O)C2)cc1 (stereo unspecified)	?	.	-17%	-1%	-15%	-1	16%	10	?
NC(=O)CS(=O)(=O)c1nc2ccccc2n1CC(=O)N1CCCCC1	0%	.	-5%	-6%	-29%	12	4%	-1.9	-5
O=C(Nc1ccc(S(=O)(=O)N2CCOCC2)cc1)c1ccc(CN2CCc3ccccc3C2)cc1	?	2	-13%	-7%	1%	-11	-5%	0.1	-54*
Cc1ccc(C)c(N2CCN(C(=O)C3CCC3)CC2)c1	?	1	4%	4%	1%	-4	4%	1.6	-5
Cc1ccc(NC(=O)C2(N(CC(C)C)C(=O)Cn3nnnc3N)CCCCC2)cc1	0%	.	3%	-8%	12%	-1	-4%	-1.1	-5
Cn1c(CNC(=O)CNC(=O)c2ccc(F)cc2)cc(=O)n(C)c1=O	1%	3	-5%	-9%	5%	-5	-1%	0.3	-17

Additional records follow:
SMILES	GLP-1R inv ag	PI5P4Ka inh	WRN helicase inh	PLK1 PBD inh	GLP1R cytotox	DRD3 agonist	GLP1R ag	IL2 activator	D3 antag
O=C(NN(Cc1ccccc1)Cc1ccccc1)c1ccccc1	-21%	3	-3%	-6%	-5%	-14	12%	-0.8	-4
Cc1ccc(NC(=S)N(CCN(C)C)C(C)c2ccco2)cc1C (stereo unspecified)	?	-3	-7%	-2%	-30%	1	-13%	-3.4	3
CCOc1ccc(NC(=O)C2CCCN(C(=O)NCc3ccccc3)C2)cc1 (stereo unspecified)	?	1	-5%	-1%	-9%	5	2%	-1.3	2
CCCCN(c1ccccc1)S(=O)(=O)c1cccc(C(=O)O)c1	2%	5	-1%	2%	-1%	1	-2%	-0.5	10
COc1ccc(C(=O)NC(C)Cn2nc(C)cc2C)cc1OC1CCN(C(C)=O)CC1 (stereo unspecified)	20%	-6	1%	5%	3%	-6	-17%	-0.3	8
O=C(NC1CCCCC1)c1cc([N+](=O)[O-])ccc1N1CCOCC1	6%	.	-1%	-9%	-26%	-10	-8%	-2.8	7
O=C(N/N=C/c1coc2ccccc2c1=O)c1cc(Br)ccc1O	-17%	-18	?	?	3%	-5	-16%	1.0	4
FC(F)(F)c1cccc(Cc2noc(CN3CCCC3)n2)c1	?	-3	2%	37%[activator]	-8%	1	17%	0.6	-8

Given as labelled records: entries from further up.
CC(C)(CC(=O)O)CC(=O)N1CCN(c2nc3cc(Cl)ccc3s2)CC1
- GLP-1R inv ag: 85%[activator]
- PI5P4Ka inh: -15
- WRN helicase inh: -1%
- PLK1 PBD inh: -3%
- GLP1R cytotox: -1%
- DRD3 agonist: 8
- GLP1R ag: -3%
- IL2 activator: -1.1
- D3 antag: -5

Cc1cc(=O)c2c([nH]1)c(C)cc1[nH]c(C)c(C)c12
- GLP-1R inv ag: -1%
- PI5P4Ka inh: -10
- WRN helicase inh: -4%
- PLK1 PBD inh: -29%
- GLP1R cytotox: 42%[activator]
- DRD3 agonist: 4
- GLP1R ag: -7%
- IL2 activator: 0.6
- D3 antag: 6
